TWEAK-Fn14 inh – inhibitors of TWEAK-Fn14 signaling, primary screen, luciferase reporter cells, uHTS | TWEAK-stimulated Fn14 reporter cells, luciferase luminescence, 8 h | inhibition, % at 10 µM | hit rate 2% among 360,000 | AID 1159606, 2016; in the data active = inhibition above about 50%
aDG glyco act – activators of alpha-DG glycosylation, primary screen, uHTS, Pro5-aDG cells, AlphaScreen; alpha-DG glycosylation AlphaScreen (IIH6); 0% Pro5, 100% B10-LARGE cell signal; activation, % at 10 µM; hit rate 0.22% among 360,000; AID 624168, 2012;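 active = activation of at least 8% versus controls, or a plate z-score of at least 8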;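 also: Pro5 are CHO cells carrying HIG-tagged alpha-DG that lacks glycosylation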
Shn3 inh set2 – reduction of Shn3 3'UTR firefly luciferase signal, primary screen, Schnurri-3 inhibitor project, cell-based, Clone20 osteoblasts, set 2; Clone20 osteoblast Shn3 3'UTR firefly luciferase, 24 h; inhibition, % at 12.5 µM; hit rate 0.52% among 360,000; AID 588674, 2011;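 active = mean inhibition of at least 75% with every replicate also reaching 75%; inconclusive = mean inhibition at least 75% but some replicate below; inactive = mean inhibition below 75%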;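 also: 0% = median of neutral control wells and 100% = pilot-screen positive control compound; some compounds past the cut are filed as inactive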
NR2E3 ag-1 – inhibitors of NR2E3-RetCOR corepressor binding, primary screen, NR2E3 agonist project, biochemical, TR-FRET, GST-NR2E3, biotin-RetCOR; inhibition of corepressor binding, % at 4.78 µM; AID 2300, 2010; hit rate 0.12% among 320,000; Photoreceptor-specific nuclear receptor (Homo sapiens), Q9Y5X4; 1536-well;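 active = percent inhibition above the cutoff of mean plus 3 SD of all tested compounds, set per screening campaign, cut at about 20% in these data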;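 also: 0% = DMSO wells and 100% = biotin wells as full block of FRET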
Target sequence (Q9Y5X4 whole entry, looked up): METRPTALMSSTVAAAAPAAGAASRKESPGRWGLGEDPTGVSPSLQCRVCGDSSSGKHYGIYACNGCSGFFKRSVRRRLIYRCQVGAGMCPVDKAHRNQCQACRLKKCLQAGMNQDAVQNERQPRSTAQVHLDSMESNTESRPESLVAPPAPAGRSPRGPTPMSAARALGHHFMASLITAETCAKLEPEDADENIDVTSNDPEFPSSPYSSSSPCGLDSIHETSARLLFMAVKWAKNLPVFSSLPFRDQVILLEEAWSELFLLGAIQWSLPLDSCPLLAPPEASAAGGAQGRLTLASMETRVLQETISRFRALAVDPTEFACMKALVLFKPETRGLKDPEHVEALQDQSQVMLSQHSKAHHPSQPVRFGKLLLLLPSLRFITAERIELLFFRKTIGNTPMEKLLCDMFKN
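System: GST-tagged NR2E3 plus biotinylated RetCOR corepressor; Amount: 1.35 nM GST-tagged NR2E3 final; Dosing: single nominal compound dose of 4.8 µM; Schedule: 5 h incubation at 4 °C; Technique: TR-FRET with europium anti-GST and streptavidin-D2, 340 nm excitation; Controls: biotin wells as high control, 0.6% DMSO wells as low control.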
HIF-2a block – HIF-2a reporter inhibitors, primary screen, luminescence, 786-0 RCC cells; 786-0 RCC cells HIF-2a reporter, luciferase luminescence, overnight; inhibition, % at 18.8 µM; hit rate 0.72% among 360,000; AID 624352, 2012;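 active = inhibition of the luminescence signal of 40% or more relative to plate controls, in a single-dose primary screen at 18.75 µM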
Peg3 promoter – Peg3 promoter-driven luciferase inhibitors, primary screen, cell-based, HeLa, luciferase luminescence; HeLa PEG-Prom luciferase reporter, overnight; inhibition, % at 20 µM; hit rate 1.7% among 360,000;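 active = inhibition of at least 50% at 20 µM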
KKLEB tox – cytotoxicity in KKLEB CF airway cells, primary screen, cytotoxicity control for CF NF-kB inhibitor project, cell-based, uHTS, fluorescence assay plates. KKLEB CF airway cells viability, ATPlite luminescence, overnight; hits give low values; cells stimulated with P. aeruginosa culture filtrate. activity change (cytotoxicity), % at 5 µM. hit rate 0.36% among 360,000;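 active = corrected activity change at or below -50% at 5 µM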
iPSC survival up – enhancers of single-cell hiPSC survival, primary screen, ATPlite luminescence | 100% = ROCK inhibitor wells, 0% = DMSO | survival enhancement, % at 20 µM | hit rate 0.044% among 360,000; in the data active = survival enhancement above about 18%;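 also: cells exposed to compounds for 16 hours before the ATP read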
NR2E3 ag-2 – NR2E3 agonists in two-hybrid cells, primary screen, cell-based, luminescence, CHO-S, Gal4-NCOR/VP16-NR2E3; Photoreceptor-specific nuclear receptor (Homo sapiens), Q9Y5X4; luciferase; inhibition of corepressor binding, % at 3.98 µM; hit rate 0.35% among 360,000; AID 602229, 2012;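 active = inhibition above the mean of all tested compounds plus 3 SD, cut at about 70% in these data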;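 also: 0% = DMSO with NR2E3 transfected cells and 100% = cells lacking NR2E3 construct; higher means lower luciferase signal from less NR2E3 corepressor binding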
MITF TRPM1 inh – inhibitors of MITF-dependent TRPM1 promoter reporter, primary screen, cell-based, SK-MEL-5, single point, luciferase; SK-MEL-5 TRPM1 promoter luciferase, 24 h; inhibition, % at 12.5 µM; hit rate 0.83% among 330,000; AID 488899, 2010;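 active = mean inhibition across replicates of 60% or more, whatever share of single replicates reaches that level; inconclusive = some that reach 60%, reason not given; inactive = mean inhibition across replicates below 60%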; also: values of inactives mirror those of a sister screen read the other way
CF NFkB block – inhibitors of PAF-induced NF-kB signaling, primary screen, cell-based, GFP fluorescence, uHTS. hit rate 0.86% among 360,000. inhibition, % at 5 µM. AID 588850, 2011. KKLEB NF-kB-GFP reporter, GFP fluorescence overnight;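 active = at least 50% inhibition at 5 µM, scaled per plate between neutral and stimulator controls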;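 also: PAF is a Pseudomonas aeruginosa culture filtrate used as stimulus; plate controls were PAF-stimulated DMSO wells for no effect and unstimulated DMSO wells for full effect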
* marks the source's active call; other numbers are inactive results; ? = inconclusive; . = not tested or not shown.

compound	TWEAK-Fn14 inh	aDG glyco act	Shn3 inh set2	NR2E3 ag-1	HIF-2a block	Peg3 promoter	KKLEB tox	iPSC survival up	NR2E3 ag-2	MITF TRPM1 inh	CF NFkB block
CC(=O)Nc1ccc(S(=O)(=O)NC(C)C(=O)NCC(c2ccco2)N2CCCCC2)cc1 (stereo not drawn)	-2	-0.1	15	6	14	4	6	-0.3	-17	.	-10
O=C(NCc1ccccc1)C(c1ccccc1)N(C(=O)c1csnn1)c1ccccc1 (stereo not drawn)	16	-0.1	11	1	18	31	-6	0.4	6	9	19
Cc1ccc([C@H]2N[C@]3(CCCN(Cc4ccc(F)cc4)C3=O)[C@H]3C(=O)N(C)C(=O)[C@@H]23)cc1	-7	0.2	6	.	-9	19	-1	7.6	1	.	-16
COC(=O)C[C@H]1C=C[C@@H](C(C(=O)OC)C(=O)OC)CN1C(C)=O	13	0.1	11	.	12	4	-21	0.4	-8	9	16
CC(=O)C1C(c2ccc([N+](=O)[O-])cc2)C2C(C)=NN=C2CC1(C)O (stereo not drawn)	-24	-0.2	3	3	21	20	5	-0.6	-22	6	-2
O=C(Nc1ccc(Cl)c(Cl)c1)Nc1ccc([N+](=O)[O-])cn1	-1	-0.1	11	2	-7	-11	13	-0.6	-38	7	-9
COc1ccc(CCN2CC(C(=O)NCCN3CCNC3=O)CCC2=O)cc1 (stereo not drawn)	-4	-0.5	4	-1	6	4	7	0.2	-36	5	2
Cc1cnc(C(=O)OCC(=O)N2CCN(C(=O)c3ccco3)CC2)cn1	2	0.0	12	4	3	-1	-5	0.1	-15	12	5
O=C(Nc1ccncc1)c1ccccc1Cl	16	-0.1	-5	1	-35	-34	-10	1.7	-6	-14	26
COc1cc(/C=C(\C#N)c2nc3ccccc3s2)cc([N+](=O)[O-])c1O	27	-0.4	-23	.	-109	-11	16	-3.3	-9	17	-8
CC1CCc2nc(N)c(C#N)c(-c3ccncc3)c2C1 (stereo not drawn)	3	3.1	7	0	20	17	-10	-1.9	10	2	-9
CCOC(=O)CNC=C(C(=O)OCC)C(=O)OCC	0	-0.1	7	-4	30	2	-1	-0.6	-23	1	0
CCOC(=O)N1CCc2cc(OC)c(OC)c3c2c1cc1cc(OC)c(OC)cc13	54*	0.2	5	.	-28	51*	-7	-0.3	-23	22	6
CSc1nccc(Nc2ccccc2)c1C#N	-6	0.2	-4	1	-23	-3	-7	3.9	9	-20	22
COc1ccc(CCNC2CC(=O)N(C)C2=O)cc1OC (stereo not drawn)	8	0.0	-10	0	-11	17	5	0.1	-17	-15	12
COCCNCCCOc1ccc(C(C)(C)c2ccccc2)cc1	-1	0.5	-8	-2	18	18	6	-0.1	7	7	13
COc1cccc(CNC(=O)CNS(=O)(=O)c2ccc(Br)s2)c1	12	-0.1	-2	4	9	7	0	2.2	1	3	-14
COc1cccc(C(O)c2nc(-c3cncnc3)cs2)c1 (stereo not drawn)	23	0.1	-5	.	12	-9	3	4.1	2	.	-13
Cc1cccc(OCCC(=O)Nc2nnc(C)s2)c1	2	0.2	-22	2	13	-22	1	-0.3	-19	1	-6
CC(C)CNC(=O)NC(=O)COC(=O)C1CSC2(c3ccc(F)cc3)CCC(=O)N12 (stereo not drawn)	-16	0.1	4	0	12	1	-9	1.2	-9	-2	-10
COc1ccc(NC(=O)c2cc3ccccc3o2)cc1	19	0.2	-168	1	-208	-282	3	-1.8	-30	-54	-12
COc1cc(C(CCN2CCOCC2)c2c(OC)cc(OC)c3c(C)cc(=O)oc23)cc(OC)c1OC (stereo not drawn)	6	0.0	-7	-2	12	2	0	2.3	2	-24	19
Cc1ccc(C(=O)CSc2nc(N)cc(=O)[nH]2)cc1	-13	0.1	-20	-1	5	-6	0	-0.5	-3	-1	0
Cc1ccc(CNC(=O)CSc2nnc3c(n2)[nH]c2ccc(F)cc23)cc1	0	-0.2	-7	4	13	30	0	-0.3	-2	-7	9
COc1ccccc1/C=C(\NC(=O)c1ccc(OC)c(OC)c1)C(=O)Nc1ccc([N+](=O)[O-])cc1	2	-0.4	11	-3	16	15	-3	-1.4	17	1	-22
O=C(COC(=O)/C=C/c1cccc(C(F)(F)F)c1)NC(=O)NC1CCCC1	-1	0.3	23	.	8	20	-8	-0.4	-28	9	14
CC1Cc2ccccc2N1c1nc(C2CC2)nc2c1nnn2Cc1ccccc1 (stereo not drawn)	23	0.1	16	1	9	-5	0	4.6	3	7	4
Cc1cccc(OCCCC(=O)Nc2nccs2)c1C	17	-0.2	19	-3	1	-6	-7	0.1	19	-5	9
NCCSc1c(-c2ccc(F)cc2)[nH]c2ccccc12	3	0.3	8	-4	-8	-5	-23	-0.4	-19	2	34
CCCCCn1cnnc1SCC(=O)c1ccc2c(c1)OCO2	12	-0.2	1	2	-16	-19	12	-0.3	-16	-3	-8
COc1ccc(CN2C(=O)C(CC(=O)NCCCCc3ccccc3)CC(C(=O)N3CCCCCC3)=C2C)cc1 (stereo not drawn)	12	-0.1	.	.	-7	.	.	-3.3	20	.	.
CCCNC(=O)c1noc2c1CCc1cc(OC)ccc1-2	-3	0.1	-46	-2	-324	-366	-17	-0.7	-145	-68	1
Cn1cc2cccc([N+](=O)[O-])c2n1	8	-0.6	-6	-2	13	-5	18	-0.4	-21	-1	-14
Cc1nc(SCC(=O)NC2CCS(=O)(=O)C2)c2c3c(sc2n1)CCC3 (stereo not drawn)	-15	-0.1	3	.	14	15	-22	-2.9	2	-5	20
CCCC(=O)Nc1nnc(C2CCCO2)s1 (stereo not drawn)	12	-0.2	-1	-1	10	-2	7	-0.5	-2	-4	7
COc1cnc(-c2ccccn2)[nH]c1=O	-3	-0.3	-10	1	17	2	0	-2.7	9	8	-3
Nc1ccc(S(=O)(=O)Nc2nccs2)cc1N=Nc1ccccc1[N+](=O)[O-]	-12	-0.2	2	.	-56	-20	6	0.8	-6	-1	18
CCc1nc2c(OCCOc3ccc(F)cc3)cccn2c1N(C)C(=O)c1ccc(OC)cc1	0	-0.1	-13	.	12	19	-7	-0.4	2	.	1
O=C1C2C3C=CC(C3)C2C(=O)N1Cc1ccc(CN2C(=O)C3C4C=CC(C4)C3C2=O)cc1 (stereo not drawn)	2	0.1	6	2	2	16	-4	-3.7	-8	9	7
Cc1ccc(O)c(Nc2ncnc3ccc([N+](=O)[O-])cc23)c1	47	0.0	8	-2	14	-4	0	-0.3	-29	1	44

An excerpt from the list above, for reference:
compound	TWEAK-Fn14 inh	aDG glyco act	Shn3 inh set2	NR2E3 ag-1	HIF-2a block	Peg3 promoter	KKLEB tox	iPSC survival up	NR2E3 ag-2	MITF TRPM1 inh	CF NFkB block
O=C1C2C3C=CC(C3)C2C(=O)N1Cc1ccc(CN2C(=O)C3C4C=CC(C4)C3C2=O)cc1 (stereo not drawn)	2	0.1	6	2	2	16	-4	-3.7	-8	9	7
Cc1ccc(O)c(Nc2ncnc3ccc([N+](=O)[O-])cc23)c1	47	0.0	8	-2	14	-4	0	-0.3	-29	1	44

Continuation:
compound	TWEAK-Fn14 inh	aDG glyco act	Shn3 inh set2	NR2E3 ag-1	HIF-2a block	Peg3 promoter	KKLEB tox	iPSC survival up	NR2E3 ag-2	MITF TRPM1 inh	CF NFkB block
CCN(CC)S(=O)(=O)c1ccc(-c2ccc(S(=O)(=O)N(CC)CC)cc2)cc1	46	0.2	?	-1	14	35	-18	-1.1	50	36	19
O=C(NCC(c1ccco1)N1CCN(c2ccccc2F)CC1)C(=O)NC1CCCCC1 (stereo not drawn)	11	0.0	13	-1	12	-3	7	0.0	7	8	-7
CC(C)(C)NC(=O)C(c1ccccn1)N(C(=O)C1CSC(=O)C1)c1cccc(F)c1 (stereo not drawn)	-5	-0.3	-6	-4	6	12	10	2.5	17	11	-30
Cc1nc2ccccc2c(=O)n1/N=C/c1ccc(C(C)C)cc1	36	-0.2	-17	1	-97	-13	13	0.2	-4	-33	-5
CCNC(=S)N1CCc2ccccc2C1	4	-0.4	-5	2	7	22	4	0.4	-22	8	1
COC(=O)c1cnc(Nc2nc(C(N)Cc3ccc(Cl)cc3)cs2)nc1C(F)(F)F (stereo not drawn)	-39	4.8	-2	.	17	96*	-16	-1.3	6	.	16
COc1cc(C(=O)OCC(=O)c2cc(C)n(CC3CCCO3)c2C)cc(OC)c1C (stereo not drawn)	18	0.3	-19	2	-38	-68	-2	-0.4	15	-23	28
CC(NC(=O)c1ccccc1F)c1nnc(SCC(=O)Nc2nccs2)n1C (stereo not drawn)	0	0.0	14	0	7	8	3	0.2	11	4	3
Nc1ncnc2c1ncn2[C@@H]1O[C@H](CNS(=O)(=O)c2cc3ccccc3s2)[C@@H](O)[C@H]1O	-4	-0.2	14	.	-8	-9	13	1.3	-16	1	-7

Compound activity deposited in PubChem by several laboratories.
